Shiga toxin inh: Shiga toxin inhibition | inhibition, % at 38.7 µM | 9.2% of 290,000 active | AID 2315 | Vero cells, Shiga toxin protein synthesis inhibition reporter; in the data active = inhibition mostly above about 28%, no sharp cut-off; inactive = mostly below about 43%; also: 0% is about no effect
Pf growth 96h: P. falciparum growth inhibition at 96 hours; 6.9% of 320,000 active; AID 504834; Potency, µM (series often up to 28.7 µM), for inactives: at the top dose activity change, negative = inhibition, actives largely listed as inhibitors; P. falciparum luciferase reporter growth, 96 h; also: potency is read from the fitted curve at half-maximal effect; % is scaled to controls: 0 for no effect and ±100 for the full control effect
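Compounds incubated with erythrocytes infected by luciferase-expressing P. falciparum (2% hematocrit, 0.05% parasitemia final) for 96 hours, 37 C in 5% CO2. Growth inhibition scored as decreased luciferase luminescence.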
Cycloheximide cs: affects cycloheximide protein synthesis inhibition readout, counter-screen. cell reporter, cycloheximide protein synthesis inhibition counterscreen. max response, %. 12% of 300,000 active. AID 2314; in the data active = max response mostly above about 13%, no sharp cut-off; inactive = mostly below about 14%; also: read at 38.3 µM for the half of the compounds with a filed dose; 0% is about no effect
HCV inhibitor: blocks hepatitis C virus. Potency, µM (series often up to 41.8 µM), without a hit: at the highest dose activity change, negative = inhibition, usual class: inhibitors. AID 651820. 3.4% of 340,000 active. Huh7.5.1 HCVcc-Cre infection, luciferase reporter, 44 h; also: potency is read from the fitted curve at half-maximal effect; % is scaled to controls: 0 for no effect and ±100 for the full control effect
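Seed cells (1,000/well) for 4 h; treat with compound and infect with HCVcc-Cre, moi about 0.5. Incubate 44 h, then detect luciferase activity.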
Pf growth 48h: P. falciparum growth inhibition at 48 hours (one generation) | P. falciparum luciferase growth in erythrocytes, 48 h | Potency, µM (titrated, usually from 28.7 µM), without a hit: at the top dose activity change, negative = inhibition, usual class: inhibitors | 5.9% of 310,000 active | AID 504832; also: potency is read from the fitted curve at half-maximal effect; % is scaled to controls: 0 for no effect and ±100 for the full control effect
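Luciferase-expressing parasites in RBCs, 2% Hct / 0.1% parasitemia final; RPMI 1640 + 0.5% Albumax; 37 C, 5% CO2, one generation; luminescence read-out, lower signal = inhibition.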
Giardia FBPA inh: inhibitors of Giardia lamblia fructose-1,6-bisphosphate aldolase; A8B2U2; purified Giardia FBPA; Potency, µM (top dose mostly 59.6 µM), inactives show at the top dose activity, negative = inhibition, actives largely listed as inhibitors; 0.71% of 290,000 active; also: potency is read from the fitted curve at half-maximal effect; % is scaled to controls: 0 for no effect and ±100 for the full control effect; nearly all actives have a fitted effect of over 55% in size
Target sequence (A8B2U2 whole entry, looked up): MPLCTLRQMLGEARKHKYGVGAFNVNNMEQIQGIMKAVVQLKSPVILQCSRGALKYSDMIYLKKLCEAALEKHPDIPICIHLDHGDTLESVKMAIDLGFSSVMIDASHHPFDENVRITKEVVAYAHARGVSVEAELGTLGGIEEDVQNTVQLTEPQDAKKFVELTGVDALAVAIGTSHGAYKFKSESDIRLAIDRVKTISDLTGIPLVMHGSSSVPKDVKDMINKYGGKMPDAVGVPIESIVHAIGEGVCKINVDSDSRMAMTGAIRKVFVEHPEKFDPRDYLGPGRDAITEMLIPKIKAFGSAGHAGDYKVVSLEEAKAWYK
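40 nM FBPA preincubated 10 min at RT with compound (up to 57.5 uM final), then substrate plus GAPDH/TPI/NAD/arsenate coupling and diaphorase/resazurin added. Fluorescence read after 20 min at RT, 525/598 nm.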
Starred values were filed as active, the others as inactive; u = inconclusive; x = not tested or not shown; + = active, no number; [ ] = remark or other dose. Unless noted, calls follow the shape of the dose curve; as a rule, active = well fitted curve in the direction sought with a large enough effect; inconclusive = small, poorly fitted or top-dose-only effect, or another doubt; inactive = no such curve, though single readings can be large; an effect the other way counts as inactive or inconclusive.

SMILES | Shiga toxin inh | Pf growth 96h | Cycloheximide cs | HCV inhibitor | Pf growth 48h | Giardia FBPA inh
Cc1c(Cl)cccc1NC(=S)NN | 6 | u | -3 | -1% | -9% | 3%
N#Cc1nc(-c2ccc(F)cc2)oc1NCCN1CCOCC1 | 17 | 55%[activator] | 2 | 12% | 19% | 0%
NCCc1ccn[nH]1 | x | -3% | x | 0% | -1% | -9%[21.7 µM]
CCCCC(CC)CNCc1cccn1CCN1CCOCC1 (stereo unspecified) | -23 | 12µM* | -1 | -1% | 12µM* | -23%
Cc1ccccc1CNC1CCCCC1 | -3 | 4% | 0 | -1% | 8% | -2%
CC(=O)Oc1ccc(C(=O)NCc2ccco2)cc1 | -8 | u | 1 | 18% | 0% | 4%
CCOC(=O)N1CCN(C(=O)c2ccc(N3C(=O)CCC3=O)cc2)CC1 | -3 | 2% | -3 | 30%[activator] | 8% | 4%
COc1ccc(OC)c(S(=O)(=O)Nc2ccc(O)c(Sc3ncn[nH]3)c2)c1 | 6 | 18% | 6 | 2% | -3% | u
CC(C)c1cc(C(=O)O)n(-c2ccccc2)n1 | -13 | -14% | -2 | 14% | x | 0%
CN(c1ccc(OCc2nnc(-c3ccccc3)o2)cc1)S(=O)(=O)c1ccccc1 | 13 | 1% | 12 | u | 5% | 0%
COCCC1CCCCN1C(=O)c1cccc(OC2CCN(S(C)(=O)=O)CC2)c1 (stereo unspecified) | -9 | -6% | -2 | x | -4% | x
N#CC12CCCCC1CC1CCCCC1(C#N)N2Cc1cccnc1 (stereo unspecified) | -15 | x | -1 | 19% | 17% | 1%
COc1cc(/C=N/N=C/c2cc(OC)c(O)c(OC)c2)cc(OC)c1O | -2 | 4.1µM* | 10 | 37%[activator] | 10µM* | -5%
COc1ccccc1N1CCN(C(=O)CN2C(=O)c3cccc4cccc(c34)C2=O)CC1 | -12 | 28% | 8 | u | u | 0%
COc1ccccc1CNC(=O)C1CC(=O)N(C2CCCC2)C1 (stereo unspecified) | -18 | x | -4 | 0% | 3% | 1%
Cc1ccccc1CNC(=O)c1ccc2nc(N3CCOCC3)sc2c1 | 14 | 17% | 2 | -26% | 14% | -2%
O=C(CSc1ccc([N+](=O)[O-])cn1)Nc1nccs1 | 5 | u | 5 | 9% | u | x
Cc1cc(NC(=O)CCC(=O)N(c2ccccc2C)C(C(=O)NC2CCCC2)c2ccccc2)no1 (stereo unspecified) | -1 | -68% | -2 | 19% | u | 8%
CCC(C)(C)n1nnnc1C(c1ccc(C)cc1)N1CCN(Cc2ccc3c(c2)OCO3)CC1 (stereo unspecified) | -3 | u | -4 | u | 15µM* | 2%
Cc1cc(C(=O)NNS(=O)(=O)c2ccccc2C(F)(F)F)nn1C(C)(C)C | 9 | -1% | 8 | 3% | 0% | -3%
CC(=O)NS(=O)(=O)c1ccc(N=NN2CCOCC2)cc1 | -12 | u | -1 | 9% | 16% | 11%
Cc1ccccc1-c1nc2c(s1)CCc1onc(-c3cccc([N+](=O)[O-])c3)c1-2 | x | 0% | x | 4% | -16% | x
COC(=O)/C=C/COc1ccccc1[N+](=O)[O-] | 107* | -12% | 43* | -5% | 83%[activator] | 4%
CC(C)(O)C#Cc1ccc(CN2CCN(Cc3ccsc3)C(CCO)C2)s1 (stereo unspecified) | -10 | 8.3µM* | -1 | 4% | -4% | -1%
O=C(COC(=O)CCc1nc2ccccc2c(=O)[nH]1)Nc1c(Cl)cccc1C(F)(F)F | x | 26% | x | 8% | -8% | x
Cc1nc(S(=O)(=O)c2ccc(Cl)cc2Cl)nc2c1CCC2 | -6 | 1% | 7 | 14% | -28% | 18%
Cc1ccc(O)c(NC(=O)CSc2ccc(Cl)cc2)c1 | -4 | 0% | -1 | -20% | u | 4%
CC1CCN(C(=O)COc2ncnc3ccccc23)CC1 | 37* | 53%[activator] | 23 | 12% | 51%[activator] | 6%
Cc1cc(C)c2nc(N(CCN(C)C)C(=O)c3ccc(S(=O)(=O)N(C)CC4CCCO4)cc3)sc2c1 (stereo unspecified) | 58 | u | 22* | -12% | -11% | u
O=C(CCl)N1c2ccccc2OCC1c1ccccc1 (stereo unspecified) | 13 | u | 5 | 10% | u | u
CCCCCCCCC(=O)N/N=C(\C)c1ccc(O)cc1O | 21 | u | -2 | u | -17% | -24%
O=C(NC1CCCC1)C1(c2ccccc2)CCN(S(=O)(=O)c2ccccc2)CC1 | -15 | x | -1 | u | -27% | 0%
Cc1ncsc1CCCl | x | -2% | x | x | -23% | u
Cn1c(=O)c2c(ncn2CC(=O)OCC(=O)NC(c2ccccc2)c2ccccc2)n(C)c1=O | -12 | 29% | 7 | -4% | 0% | 5%
COc1cccc(OCC(=O)NNC(=O)Cc2cccs2)c1 | -4 | 26% | -4 | 8% | 9% | -3%
Cc1ccc(NC(=O)CC(O)(C(F)(F)F)C(F)(F)F)c(Br)c1 | 16 | 61%[activator] | 8 | -9% | -20% | 0%
CC(=O)c1c(C)[nH]c(C(=O)N2CCN(S(=O)(=O)c3ccc(C)cc3C)CC2)c1C | x | u | x | -11% | u | x
Cn1c(COc2nnc(-c3ccc(Cl)cc3)c3ccccc23)nc2ccccc21 | 2 | -12% | 6 | -2% | -2% | 8%
COc1ccc(C(=O)Nc2nc(CC(=O)NCCc3ccccc3OC)cs2)cc1 | x | u | x | u | u | x
CCOCCCNC(=S)N1CCC(NC(=O)C23CC4CC(CC(C4)C2)C3)CC1 | -13 | 21% | -3 | 4% | -15% | -4%
O=C(c1ccc(F)cc1)n1c(NCc2ccccc2)n[nH]c1=S | 54 | 21% | 10 | 6% | 43%[activator] | -3%
COCCNC(=O)C(=O)Nc1cc2c3c(c1)CCC(=O)N3CCC2 | -6 | 28% | -1 | u | 27% | 4%
COc1cc(C2SCC(=O)N2c2c(C)n(C)n(-c3ccccc3)c2=O)ccc1O (stereo unspecified) | -8 | 2% | 6 | 4% | 4% | 9%
O=C(CSc1ccc2nc(-c3ccccc3)cn2n1)NCC1CCCO1 (stereo unspecified) | 70* | 5.2µM* | 23* | -23% | 67%[activator] | -6%
O=C(NCc1ccccc1)C(c1ccc(F)cc1)N(Cc1ccc2c(c1)OCO2)C(=O)Cn1nnc(-c2cccs2)n1 (stereo unspecified) | 15 | 89%[activator] | -1 | u | 10µM* | 3%
Cc1[nH]nc(SCC(=O)Nc2ccc(C#N)cc2)c1[N+](=O)[O-] | -12 | u | 7 | 11% | 12% | -7%
CN(Cc1nc2ccccc2s1)C(=O)c1ccc(F)cc1 | 27 | 18% | 14 | 15% | 0% | -5%
COc1ccc(CCN=C(N)NS(=O)(=O)c2cc(F)ccc2F)cc1 | -11 | -13% | -1 | 6% | 29% | 14%
CC(CCc1ccccc1)NC(=O)CN1CCSc2ccccc21 (stereo unspecified) | -5 | -1% | 5 | -7% | u | -14%
CCOP(=O)(c1ccccc1)C(O)c1ccc(Br)cc1 (stereo unspecified) | -6 | 7% | -3 | 3% | -8% | 4%
COc1ccccc1CN1CCN(S(=O)(=O)c2ccccc2)CC1 | -15 | x | -2 | -21% | 13% | u
O=c1oc2ccccc2n1Cc1ccccc1 | -8 | 41%[activator] | -5 | 14% | 45%[activator] | 2%
O=C(COc1ncnc2ccc(Br)cc12)NC1CCCC1 | x | -1% | x | -10% | 14% | x
CS(=O)(=O)N1CCC(C(=O)Nc2cc(C(F)(F)F)ccc2Cl)CC1 | -24 | x | -4 | -6% | -24% | 0%
COc1ccc(-c2cc(N)n(CCC#N)n2)c(OC)c1 | -6 | u | -3 | 7% | x | -2%
CNS(=O)(=O)c1cccc(C(=O)NNC(=O)c2ccc(COc3ccccc3)cc2)c1 | -3 | 29% | 2 | u | -2% | -2%
COc1ccc(NC2=CC(=O)N(C)C2=O)cc1 | + | 72%[activator] | 21 | 18% | 87%[activator] | -27%
CN(C)C(CNC(=O)CNC(=O)c1ccc2ccccc2c1)c1ccccc1 (stereo unspecified) | -8 | -25% | -3 | -4% | 4% | 3%
Cc1ccc(O)c(NC(=S)NC(=O)C(C)C)c1 | 52* | 3% | 16* | 0% | 16% | -7%
COc1ccc(C2N(c3cc(C)on3)C(=O)C3CCCN32)cc1OC (stereo unspecified) | -17 | u | -6 | 18% | 9% | 2%

A draw from above in order of SMILES length, highest first.
SMILES | Shiga toxin inh | Pf growth 96h | Cycloheximide cs | HCV inhibitor | Pf growth 48h | Giardia FBPA inh
O=C(NCc1ccccc1)C(c1ccc(F)cc1)N(Cc1ccc2c(c1)OCO2)C(=O)Cn1nnc(-c2cccs2)n1 (stereo unspecified) | 15 | 89%[activator] | -1 | u | 10µM* | 3%
CNS(=O)(=O)c1cccc(C(=O)NNC(=O)c2ccc(COc3ccccc3)cc2)c1 | -3 | 29% | 2 | u | -2% | -2%
COc1cc(C2SCC(=O)N2c2c(C)n(C)n(-c3ccccc3)c2=O)ccc1O (stereo unspecified) | -8 | 2% | 6 | 4% | 4% | 9%
CS(=O)(=O)N1CCC(C(=O)Nc2cc(C(F)(F)F)ccc2Cl)CC1 | -24 | x | -4 | -6% | -24% | 0%
CN(C)C(CNC(=O)CNC(=O)c1ccc2ccccc2c1)c1ccccc1 (stereo unspecified) | -8 | -25% | -3 | -4% | 4% | 3%
COc1ccc(CCN=C(N)NS(=O)(=O)c2cc(F)ccc2F)cc1 | -11 | -13% | -1 | 6% | 29% | 14%
COCCNC(=O)C(=O)Nc1cc2c3c(c1)CCC(=O)N3CCC2 | -6 | 28% | -1 | u | 27% | 4%
O=C(c1ccc(F)cc1)n1c(NCc2ccccc2)n[nH]c1=S | 54 | 21% | 10 | 6% | 43%[activator] | -3%
COc1ccccc1CN1CCN(S(=O)(=O)c2ccccc2)CC1 | -15 | x | -2 | -21% | 13% | u
CC(CCc1ccccc1)NC(=O)CN1CCSc2ccccc21 (stereo unspecified) | -5 | -1% | 5 | -7% | u | -14%
CCOP(=O)(c1ccccc1)C(O)c1ccc(Br)cc1 (stereo unspecified) | -6 | 7% | -3 | 3% | -8% | 4%
O=C(COc1ncnc2ccc(Br)cc12)NC1CCCC1 | x | -1% | x | -10% | 14% | x
Cc1ccc(O)c(NC(=S)NC(=O)C(C)C)c1 | 52* | 3% | 16* | 0% | 16% | -7%
COc1ccc(NC2=CC(=O)N(C)C2=O)cc1 | + | 72%[activator] | 21 | 18% | 87%[activator] | -27%
O=c1oc2ccccc2n1Cc1ccccc1 | -8 | 41%[activator] | -5 | 14% | 45%[activator] | 2%

Returning to the listing; the 2 compounds before the break are reprinted first.
SMILES | Shiga toxin inh | Pf growth 96h | Cycloheximide cs | HCV inhibitor | Pf growth 48h | Giardia FBPA inh
Cc1ccc(O)c(NC(=S)NC(=O)C(C)C)c1 | 52* | 3% | 16* | 0% | 16% | -7%
COc1ccc(C2N(c3cc(C)on3)C(=O)C3CCCN32)cc1OC (stereo unspecified) | -17 | u | -6 | 18% | 9% | 2%
COc1cccc(C(=O)NN/C(C)=C/C(=O)C(F)(F)C(F)(F)C(F)(F)F)c1 | 66* | 43%[activator] | 25* | -1% | 0% | 11%
CSc1nc2oc3c(c2c2nncn12)CC(C)(C)SC3 | 18 | -14% | -2 | 6% | u | u
COC(=O)N/N=C/c1cn(CCOc2ccccc2)c2ccccc12 | 78* | 1% | 46* | -22% | 1% | -6%
COCCCNC(=O)Cn1c(=O)n(CCCCCC(=O)NCc2ccc3c(c2)OCO3)c(=O)c2sccc21 | -4 | 35%[activator] | -1 | 10% | u | 0%

Screens (PubChem BioAssay)
